High-throughput results deposited in PubChem by several laboratories.
UTI89 phage lysis – protection from phage-mediated lysis, alamar blue read-out – E. coli UTI89, K1F phage, bacterial capsule biogenesis inhibitors (AID 488966) | E. coli UTI89 K1F phage lysis, alamar blue, 2 h; higher % means a stronger effect | one-dose inhibition, % at 100 µM; IC50 in µM for titrated hits | 340,000 tested, 0.02% active;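 active = phage lysis inhibition, versus mean bacterial control, above a set limit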;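 note: capsule biogenesis inhibitors block K1F phage lysis so surviving cells raise fluorescence; higher fluorescence means more inhibition of phage lysis; actives were called in the ten point dose series up to 300 µM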
KOR beta-arrestin-1 – kappa opioid receptor activators – cell-based, luminescence, uHTS, primary screen (AID 1777). KOR beta-arrestin recruitment, luminescence; higher % means a stronger effect. activation, % at 10 µM; hits with a dose series show EC50 in µM. 280,000 tested, 0.02% active; in the data active = activation above about 50%, passing the limit was not always enough; note: a part of the inactive calls stands beside numbers as strong as those of hits
KOR beta-arrestin-2 – KOR antagonists, beta-arrestin recruitment, cell-based, luminescence, uHTS (AID 1778). KOR beta-arrestin recruitment, luminescence, antagonist mode; higher % means a stronger effect. inhibition, % at 10 µM, or IC50 in µM where a hit was titrated. 290,000 tested, 0.091% active; in the data active = inhibition above about 50%; note: strong numbers were not always called active
GPR55 antagonists – GPR55 antagonists blocking LPI-driven arrestin recruitment, primary screen, imaging, U2OS, beta-arrestin-GFP, LPI agonist (AID 2013) | 290,000 tested, 0.13% active | inhibition, % at 10 µM, or IC50 in µM where a hit was titrated | U2OS GPR55 beta-arrestin-GFP translocation imaging, LPI antagonism; higher % means a stronger effect;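 active = spots per cell inhibited over 60%, with over 100 cells counted and total cytoplasm intensity under 500,000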;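 note: U2OS cells stably carrying GPR55 and arrestin-GFP stimulated by 5 µM LPI near EC80; imaged beta-arrestin-GFP aggregate spots per cell after agonist stimulation; plate controls were LPI-stimulated DMSO wells for no effect and DMSO wells without LPI for full effect; some results filed as inactive read as strong as hits; confirmed hits need IC50 under 10 µM and bright autofluorescent wells are also inconclusive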
NOD1 inhibition – NOD1 signaling inhibitors, primary screen, cell-based, luminescence, uHTS (AID 1578). NOD1-driven NF-kB luciferase reporter cells, luminescence; higher % means a stronger effect. 290,000 tested, 1% active. inhibition, % at 4 µM, or EC50 in µM where a hit was titrated; in the data active = inhibition mostly above about 36%, no sharp cut-off; inactive = mostly below about 34%;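 note: HEK-293T reporter cells stimulated with the NOD1 agonist gamma-tri-DAP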
MgcRacGAP inhibition – MgcRacGAP GTPase-activating activity inhibitors, confirmation, biochemical, ADP Hunter fluorescence | inhibition, % at 30 µM; hits with a dose series show IC50 in µM | 340,000 tested, 0.6% active | MgcRacGAP-stimulated Rac1 GTP hydrolysis, ADP Hunter fluorescence; higher % means a stronger effect; GST-tagged Rac1 F28L mutant substrate;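 active = first-screen hits whose inhibition reached a set limit at any dose in the follow-up dose series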;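 note: fluorescence reports GDP produced by GAP-driven GTP hydrolysis; strong numbers were not always called active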
GPR35 arrestin U2OS – GPR35 antagonists blocking zaprinast-driven arrestin recruitment, primary screen, imaging, U2OS, beta-arrestin-GFP, zaprinast agonist (AID 2058); U2OS GPR35 beta-arrestin-GFP translocation imaging, zaprinast antagonism; higher % means a stronger effect; 290,000 tested, 0.052% active; inhibition, % at 10 µM; hits with a dose series show IC50 in µM;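 active = inhibition of at least 50% with at least 30 cells and total cytoplasm GFP at most 10,000,000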
NTR1 ag – agonists of NTR1, primary screen, imaging, U2OS cells, beta-arrestin-GFP, high content (AID 493036); P30989; NTR1-U2OS beta-arrestin-GFP spot imaging, agonist mode; activation, % at 20 µM; 330,000 tested, 0.17% active;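 active = activation at or above 40% of the spot to cytoplasm intensity ratio, with at least 20 cells analyzed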;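 note: 0% = DMSO without peptide and 100% = 100 nM NTR1 peptide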
Target sequence (P30989 whole entry, looked up): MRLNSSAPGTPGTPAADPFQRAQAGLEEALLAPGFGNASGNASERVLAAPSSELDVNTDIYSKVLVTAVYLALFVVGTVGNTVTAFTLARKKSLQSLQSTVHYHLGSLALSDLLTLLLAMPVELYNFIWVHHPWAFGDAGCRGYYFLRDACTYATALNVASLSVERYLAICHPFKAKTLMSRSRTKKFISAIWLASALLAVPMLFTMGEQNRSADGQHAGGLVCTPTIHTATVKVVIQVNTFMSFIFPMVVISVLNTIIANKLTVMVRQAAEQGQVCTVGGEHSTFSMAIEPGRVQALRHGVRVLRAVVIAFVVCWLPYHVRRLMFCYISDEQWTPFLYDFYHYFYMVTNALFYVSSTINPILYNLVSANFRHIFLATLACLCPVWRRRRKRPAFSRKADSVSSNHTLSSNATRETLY
GPR55 activation – GPR55 agonists via beta-arrestin recruitment, primary screen, imaging, U2OS cells, beta-arrestin-GFP redistribution (AID 1961) | U2OS GPR55 beta-arrestin-GFP redistribution imaging; higher % means a stronger effect | activation, % at 10 µM; hits with a dose series show EC50 in µM | 290,000 tested, 0.048% active;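 active = activation above 40% with more than 50 cells counted in the well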;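 note: U2OS osteosarcoma cells stably expressing GPR55 and beta-arrestin-GFP; plate controls were DMSO negative control for no effect and LPI positive control for full effect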
NTR1 ag cell count 20 µM – further read-out of NTR1 ag, marked with its call; cell count; measured here: cell count, cytotoxicity flag
Active calls of the source: *; / = no result given; [ ] = another dose, or the depositor's remark. Only part of the results is shown (hit frequency here may not be typical).

Second line of a record – GPR35 arrestin U2OS	KOR beta-arrestin-2	GPR55 activation	NOD1 inhibition	NTR1 ag	GPR55 antagonists	KOR beta-arrestin-1	UTI89 phage lysis	NTR1 ag cell count 20 µM	MgcRacGAP inhibition
Cc1cc(NC(=O)COC(=O)C2CC(=O)N(c3cccc(Cl)c3)C2)no1 (stereo not drawn)
    -4%	-26%	-0.1%	0%	-0.6	-4%	15%	0.1%	42	4%
CCOC(=O)c1sc(NC(=O)CSc2nc3c(c(=O)n2-c2ccc(C)cc2)SCC3)c(C(=O)OCC)c1C
    -18%	-21%	-0.3%	33%	0.0	-8%	1.9%	9.4%	55	8%
O=C1CCCC(=O)N1c1ccc(N2CCOCC2)c([N+](=O)[O-])c1
    17%	4%	0.6%	-7%	2.5	1%	-1.6%	0.4%	58	10%
Oc1csc(Cc2nc(-c3ccc(-c4ccccc4)cc3)cs2)n1
    14%	3%	-0.1%	31%	2.6	3%	-0.2%	-0.1%	83	8%
CC1Cc2ccccc2N1C(=O)CN1C(=O)NC(C)(CCc2ccccc2)C1=O (stereo not drawn)
    -5%	-3%	0.0%	-13%	0.4	-7%	-2.8%	0.1%[50 µM]	81	11%
O=C(Nc1nc(-c2ccccc2)cs1)C1CCCCN1S(=O)(=O)c1ccccc1 (stereo not drawn)
    -8%	-2%	0.0%	30%	12	6%	0.0%	2.1%	67	7%
CCN(CC)S(=O)(=O)c1ccc(Cl)c(C(=O)NC)c1
    12%	-38%	-0.2%	-12%	1.9	2%	8.6%	0.5%	43	9%
Cc1ccccc1CCN1CCCC(CN(C)C(=O)C(=O)c2ccco2)C1 (stereo not drawn)
    -14%	-5%	-0.1%	-17%	0.0	12%	-2.8%	0.2%	64	1%
CCCOc1ccc(/C=N/NC(=O)C2CC2)c(OCCC)c1
    16%	-37%	-0.4%	-10%	5.8	1%	11%	0.1%	49	4%
COc1ccc(CNC(=O)C2CC(O)CN2C(=O)Nc2ccccc2)cc1 (stereo not drawn)
    2%	-39%[20 µM]	-0.1%	-25%	0.3	11%	-3.5%	-0.1%	56	-9%
O=[N+]([O-])c1ccc(-c2ccc(/C=N/Nc3nc(NCc4ccccc4)nc(N4CCOCC4)n3)o2)cc1
    17%	-24%[20 µM]	-0.1%	-37%	-1.6	-3%	/	0.1%	83	11%
NC(=O)NC(=O)CN1C(=O)NC2(CCOc3ccccc32)C1=O (stereo not drawn)
    1%	-17%	-0.1%	-63%	2.7	-5%	-3.8%	0.5%	46	-3%
Cc1c(OCC(=O)NCc2ccccn2)ccc2c(-c3ccccc3)cc(=O)oc12
    -1%	-53%[20 µM]	-0.1%	0%	2.0	-7%	4.3%	2.9%	86	-7%
CCNC(=O)COC(=O)c1sccc1C
    -7%	-24%	-0.2%	-21%	0.2	-9%	2.4%	0.1%	71	0%
c1ccc(-c2nc(NCc3ccco3)c3ccccc3n2)cc1
    -1%	-40%	-0.2%	-44%	7.3	22%	5.3%	-0.7%	76	11%
O=C(Nc1ccccc1)C1CCCN(S(=O)(=O)c2ccc(-n3cnnn3)cc2)C1 (stereo not drawn)
    -2%	13%	0.3%	-8%	0.3	6%	1.3%	0.0%	56	5%
CCCCCOC(=O)C1=C(C)NC(=O)NC1c1ccccc1OCC (stereo not drawn)
    3%	4%	-0.1%	-12%	-0.9	14%	-0.2%	0.8%	48	7%
Cc1cc(C)n(CCn2nc(C)cc2C)n1
    -1%	-42%	-0.3%	-6%	0.2	14%	-6.1%	0.1%	56	7%
CSc1ccc(C(=O)N2CCc3ccc(NC(=O)c4ccccn4)cc3C2)cc1
    -1%	35%	-0.1%	6%	1.5	-10%	-7.5%	-0.1%	60	-2%
COc1ccc(C(=O)NCC(=O)N=Nc2c(O)n(Cc3ccccc3)c3ccccc23)cc1OC
    2%	-17%	0.1%	-10%	-1.2	-11%	4.7%	-0.1%	88	5%
Nn1c(SCc2c(F)cccc2F)nnc1-c1ccccn1
    -7%	-5%	-0.1%	-4%	-0.1	5%	-2.7%	-0.1%	50	9%
c1coc(CNc2nc3ccccc3n2CCN2CCOCC2)c1
    -2%	/	-0.1%	43%*	-0.9	0%	/	3.2%	44	8%
COc1ccc2c(c1)c(C(O)CN1CCC3(CC1)OCCO3)c(C)n2C (stereo not drawn)
    9%	15%	-0.2%	8%	/	3%	-13%	/	/	/
O=C(Cn1ncn2c(cc3ccccc32)c1=O)NCCC1=CCCCC1
    17%	-12%	-0.1%	12%	2.4	11%	-1.5%	3.4%	46	0%
O=C(c1ccccn1)N1CCN(c2ccc(C(F)(F)F)cn2)CC1
    -6%	-3%	0.6%	-22%	1.6	1%	0.0%	0.0%	75	5%
CCCCN(C(=O)NC(=O)Nc1nc2ccc(OC)cc2s1)S(C)(=O)=O
    14%	-33%	-0.1%	-12%	-1.1	7%	-6.1%	-0.4%	50	11%
COc1ccc(NC(=O)Cn2c(=O)c(C)nc3ccccc32)cc1Cl
    22%	27%	-0.2%	-6%	-0.2	6%	-0.8%	0.4%[50 µM]	64	10%
CC(C)Cn1c(N)c(C(=O)COC(=O)[C@@H]2CCCN2C(=O)c2cccs2)c(=O)n(C)c1=O
    11%	-15%	-0.3%	-5%	3.3	-2%	-1.8%	-1.4%	33	5%
CCn1cnc2c1c(=O)n(Cc1cccc([N+](=O)[O-])c1)c(=O)n2Cc1ccccc1
    -15%	-1%	-0.3%	-18%	0.0	-4%	-2.4%	0.3%	52	1%
O=C(Nc1ccc(Br)cc1F)c1sccc1-n1cccc1
    -3%	-15%	-0.2%	-23%	8.2	-5%	6.8%	1.9%	45	0%
Cc1cc(C)c(C(=O)CSc2nc(C)cc(=O)[nH]2)c(C)c1
    3%	-29%[20 µM]	-0.1%	16%	0.8	-5%	3.8%	-1.7%	65	-5%
COc1cccc(NC(=O)CN(C)C(=O)c2ccccc2CCc2ccccc2)c1
    1%	1%	0.0%	-6%	3.4	-1%	-1.3%	-0.2%	53	6%
COc1ccc(Cl)cc1NC(=O)CSc1nnc(CN2CCOCC2)n1-c1ccc(Cl)cc1
    -12%	-1%	-0.1%	3%	1.8	7%	3.0%	-1.6%	46	6%
CCN1CCN(c2cc(C)c3cc(NC(=S)N4CCC5(CC4)OCCO5)ccc3n2)CC1
    11%	29%	0.3%	-14%	2.9	8%	0.1%	-0.5%[50 µM]	59	17%
O=C(CSc1ccccc1)N1CCN(S(=O)(=O)c2cccs2)CC1
    -4%	0%	0.0%	-43%	-0.2	18%	-0.7%	1.7%[50 µM]	52	6%
O=C1CC(C(=O)Nc2ccccc2)C2(CCCC2)O1 (stereo not drawn)
    2%	17%	-0.1%	-18%	-1.3	18%	-2.8%	-0.2%	92	1%
CC(C)CCNC(=O)CSc1nc2ccsc2c(=O)n1NC(=O)c1ccccc1
    3%	-21%	-0.4%	-25%	0.6	10%	-1.1%	-0.1%	91	-2%
O=C(O)c1ccccc1-c1ccccc1C(=O)Nc1ccccc1Br
    9%	-12%	-0.2%	-35%	1.9	7%	0.7%	0.1%	46	-12%
CS(=O)(=O)c1ccc(-c2csc(-c3cccnc3)n2)cc1
    8%	5%	0.4%	5%	-0.8	2%	-22%	0.1%	75	10%
COc1ccc(CNC(=O)C2CCCN(S(=O)(=O)N3CCC(C)CC3)C2)c(OC)c1 (stereo not drawn)
    1%	3%	0.7%	-4%	-0.5	5%	6.3%	-0.1%	66	-28%
CCCCNC(=O)COc1ccccc1C(=O)c1cc(C#N)c(=O)n(CCOC)c1
    12%	-18%	0.1%	-26%	0.2	11%	0.1%	0.0%	40	7%
C[N+]1(C2CCC3CCCC2C3O)CCCCC1 (stereo not drawn)
    11%	-73%[20 µM]	0.2%	17%	-1.6	11%	/	0.1%	90	4%
CCCCC(=O)Nc1ccc(C(=O)N2CCN(C)CC2)cc1
    5%	-28%	0.6%	0%	-2.0	2%	-7.5%	-0.2%	85	3%
O=C(NNC(=S)NCc1ccccc1)c1ccc2c(c1)OCO2
    -9%	/	-0.2%	0%	-1.4	-9%	3.9%	5.7%	61	-5%
Cc1ccc2oc(=O)c3cnn(CC(=O)N4CCN(c5ccccc5)CC4)c3c2c1
    14%	0%	-0.1%	-7%	6.3	-10%	-5.4%	-2.0%	86	-5%
CC(C)C(=O)Nc1ccc2c(c1)nc(CCN1CCN(C)CC1)n2C
    0%	6%	-0.1%	-17%	-1.5	1%	3.3%	6.3%	51	5%
CCC(=O)Nc1nc(C)c(-c2csc(Nc3ccc(S(=O)(=O)Nc4cc(C)on4)cc3)n2)s1
    -2%	19%	-0.1%	16%	/	16%	-5.2%	/	/	/
Cc1ccc(C(c2sc3nc(C)nn3c2O)N2CCN(CCO)CC2)cc1 (stereo not drawn)
    6%	17%	-0.1%	0%	9.4	-7%	-3.2%	0.6%	54	6%
Cc1cc(S(=O)(=O)NC2CCCCC2)ccc1OCC(=O)NCc1cccnc1
    15%	18%	-0.2%	6%	-1.7	7%	-8.9%	9.7%	51	1%

Full records as entered above:
Record of `COc1ccc(Cl)cc1NC(=O)CSc1nnc(CN2CCOCC2)n1-c1ccc(Cl)cc1` → GPR35 arrestin U2OS = -12%; KOR beta-arrestin-2 = -1%; GPR55 activation = -0.1%; NOD1 inhibition = 3%; NTR1 ag = 1.8; GPR55 antagonists = 7%; KOR beta-arrestin-1 = 3.0%; UTI89 phage lysis = -1.6%; NTR1 ag cell count 20 µM = 46; MgcRacGAP inhibition = 6%
Record of `Oc1csc(Cc2nc(-c3ccc(-c4ccccc4)cc3)cs2)n1` → GPR35 arrestin U2OS = 14%; KOR beta-arrestin-2 = 3%; GPR55 activation = -0.1%; NOD1 inhibition = 31%; NTR1 ag = 2.6; GPR55 antagonists = 3%; KOR beta-arrestin-1 = -0.2%; UTI89 phage lysis = -0.1%; NTR1 ag cell count 20 µM = 83; MgcRacGAP inhibition = 8%

Some of the entries above, reformatted:
| Molecule | GPR35 arrestin U2OS | KOR beta-arrestin-2 | GPR55 activation | NOD1 inhibition | NTR1 ag | GPR55 antagonists | KOR beta-arrestin-1 | UTI89 phage lysis | NTR1 ag cell count 20 µM | MgcRacGAP inhibition |
| --- | --- | --- | --- | --- | --- | --- | --- | --- | --- | --- |
| Cc1ccccc1CCN1CCCC(CN(C)C(=O)C(=O)c2ccco2)C1 (stereo not drawn) | -14% | -5% | -0.1% | -17% | 0.0 | 12% | -2.8% | 0.2% | 64 | 1% |
| CCCOc1ccc(/C=N/NC(=O)C2CC2)c(OCCC)c1 | 16% | -37% | -0.4% | -10% | 5.8 | 1% | 11% | 0.1% | 49 | 4% |
